High-throughput results from PubChem BioAssay.
Neddylation inh: inhibitors of cullin neddylation, primary screen, biochemical, TR-FRET, uHTS, NAE and Ubc12. calls only at 25 µM. 0.58% of 360,000 active. NEDD8-conjugating enzyme Ubc12 (Homo sapiens) + NEDD8-activating enzyme E1 regulatory …; in the data active means inhibition above about 36%
Rpn11 block: Rpn11 (PSMD14) deubiquitinase inhibitors, primary screen, biochemical, fluorescence polarization, uHTS | 0.59% of 360,000 active | calls only at 20 µM | human 26S proteasome, Ub4-pepOG fluorescence polarization; 20S core pre-blocked with epoxomicin;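 active means inhibition at 20 µM, scaled to each plate's controls, above about 33%, limit read from the data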
FAS TE block: FAS thioesterase domain inhibitors, primary screen, biochemical, fluorescence intensity, uHTS | Fatty acid synthase (Homo sapiens), P49327 | recombinant FAS-TE, OMFH fluorogenic substrate, fluorescence endpoint | inhibition, % at 15 µM | 0.67% of 360,000 active | AID 602261, 2012;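 active means compounds whose normalised, plate-corrected inhibition of enzyme fluorescence in the single-dose primary screen is 50% or more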;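 further: 0% = DMSO with enzyme and 100% = substrate without enzyme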
SKN-1 inh: suppressors of acrylamide-induced Pgst-4::GFP reporter in worms, primary screen, SKN-1 inhibitor project, whole organism, uHTS, GFP/RFP fluorescence ratio, strain VP596; C. elegans VP596 Pgst-4::GFP/RFP ratio, 24 h; inhibition, % at 21.8 µM; 0.49% of 360,000 active; AID 624304, 2012;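 active means interference check ratio from 0.5 to 1.5 plus GFP to RFP signal ratio inhibition reaching or exceeding a fixed threshold, cut at about 30% in these data, passing the limit was not always enough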; further: some compounds called inactive have numbers as strong as hits
Rin1-Abl PPI inh: inhibitors of Rin1-Abl protein binding, primary screen, biochemical, TR-FRET; inhibition, % at 7.35 µM; Tyrosine-protein kinase ABL1 (Homo sapiens) + Ras and Rab interactor 1 (Homo sapiens), …; 0.4% of 360,000 active; in the data active means inhibition above about 5%, passing the limit was not always enough
NadD block: inhibitors of S. aureus NadD, primary screen, biochemical, colorimetric, uHTS; Nicotinate-nucleotide adenylyltransferase NadD (Staphylococcus aureus N315); purified NadD enzyme, colorimetric absorbance read-out; inhibition, % at 20 µM; 0.78% of 360,000 active; AID 602399, 2012; in the data active means inhibition above about 26%; further: some compounds past the cut are filed as inactive
MLLE-PAM2 inh: inhibitors of PABP1 MLLE–PAM2 peptide binding, primary screen, biochemical, fluorescence polarization, FITC-PAM2, GST-MLLE; inhibition, % at 20 µM; 0.36% of 360,000 active; in the data active means inhibition above about 35%, passing the limit was not always enough;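 further: plate controls were DMSO wells with GST-MLLE for no effect and wells lacking GST-MLLE protein for full effect; some results filed as inactive read as strong as hits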
Target sequence (P11940 whole entry, looked up): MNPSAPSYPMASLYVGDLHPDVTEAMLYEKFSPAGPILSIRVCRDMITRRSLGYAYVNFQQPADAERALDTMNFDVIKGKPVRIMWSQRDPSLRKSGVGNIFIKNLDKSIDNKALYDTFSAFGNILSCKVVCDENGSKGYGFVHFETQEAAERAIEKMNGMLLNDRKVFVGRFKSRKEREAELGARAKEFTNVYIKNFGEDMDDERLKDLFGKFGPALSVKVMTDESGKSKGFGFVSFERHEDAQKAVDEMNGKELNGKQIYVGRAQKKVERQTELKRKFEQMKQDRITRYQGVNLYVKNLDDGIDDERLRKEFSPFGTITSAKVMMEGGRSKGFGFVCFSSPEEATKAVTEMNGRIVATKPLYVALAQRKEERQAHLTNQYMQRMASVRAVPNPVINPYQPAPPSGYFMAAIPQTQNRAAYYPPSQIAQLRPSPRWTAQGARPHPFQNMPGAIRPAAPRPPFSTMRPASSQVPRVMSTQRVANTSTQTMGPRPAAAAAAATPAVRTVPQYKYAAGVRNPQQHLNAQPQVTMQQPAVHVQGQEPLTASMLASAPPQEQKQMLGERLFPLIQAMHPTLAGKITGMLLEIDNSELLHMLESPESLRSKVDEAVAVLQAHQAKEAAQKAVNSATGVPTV
MT1-MMP act inh: blockers of MT1-MMP proenzyme processing, primary screen, HT1080 RFP-PRO-GFP cells, GFP/RFP fluorescence; AID 651647, 2012; GFP/RFP ratio fluorescence, overnight; percent of plate control window, DMSO zero; Matrix metalloproteinase-14 (Homo sapiens), P50281; GFP/RFP ratio change, % at 20 µM; 0.061% of 360,000 active;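 active means GFP/RFP ratio change of at least 30% with cell ATP level not reduced by more than half and red fluorescence within 50% of control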; further: strong numbers were not always called active
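Assay system: RFP-PRO-GFP reporter HT1080 cells; read-out basis: GFP/RFP fluorescence ratio; benchmarks: DMSO wells and RFP-L50D-GFP cells; doses: 20 µM single dose, 1% DMSO; schedule: overnight cell settling, then overnight compound exposure, 37 °C, 5% CO2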
CSN inh: inhibitors of CSN-mediated cullin deneddylation, primary screen, biochemical, fluorescence polarization, uHTS | COP9 signalosome complex subunit 5 (Homo sapiens), Q92905 | Purified CSN, SCF-Nedd8-OG deneddylation | inhibition, % at 12.5 µM | 0.38% of 360,000 active | AID 651999, 2013;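 active means pattern-corrected inhibition above about 35%, with an unprinted fluorescence ratio check between 0.5 and 1.5, limit read from the data, passing the limit was not always enough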;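 further: 0% = enzyme with substrate and 100% = substrate without enzyme; some results filed as inactive read as strong as hits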
Target sequence (Q92905 whole entry, looked up, one chain of several): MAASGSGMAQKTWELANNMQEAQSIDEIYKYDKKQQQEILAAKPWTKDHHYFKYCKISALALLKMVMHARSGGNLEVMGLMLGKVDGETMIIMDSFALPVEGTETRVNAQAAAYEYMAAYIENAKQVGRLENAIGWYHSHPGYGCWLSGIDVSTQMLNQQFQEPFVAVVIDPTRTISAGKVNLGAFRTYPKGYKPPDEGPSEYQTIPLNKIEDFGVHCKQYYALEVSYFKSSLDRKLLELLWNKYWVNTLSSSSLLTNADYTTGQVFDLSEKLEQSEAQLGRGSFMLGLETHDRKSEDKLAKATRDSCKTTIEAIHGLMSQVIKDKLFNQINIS
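Assay system: Purified human Csn5 enzyme expressed in HEK293T cells | Amount: Enzyme 0.24 nM | Measured by: Fluorescence polarization readout | Medium: Tris/NaCl/DTT buffer, pH 7.5 | Compound dosing: One concentration, 12.5 µM, 0.25% DMSO | Times: 90 min incubation of compound, enzyme and substrate at room temperature | Control set: no-enzyme wells high, enzyme-with-substrate wells low | Read-out: % inhibition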
* marks the source's active call; other numbers are inactive results; i = inactive; / = not tested or not shown; + = active, no number; & = joins results of further samples.

SMILES	Neddylation inh	Rpn11 block	FAS TE block	SKN-1 inh	Rin1-Abl PPI inh	NadD block	MLLE-PAM2 inh	MT1-MMP act inh	CSN inh
COc1ccccc1OCC(=O)NCCC1=CCCCC1	i	i	-6.2	-0.9	-0.2	3.6	25.8	0.6	3.6
COc1ccc(C(=O)CC(=O)O)c2c1C=CC(C)(C)O2	i	i	-9.7	10.5	-1.0	-3.5	8.9	10.7	-4.4
CSc1ccc(CN2CCN(Cc3ccc([N+](=O)[O-])cc3)CC2)cc1	i	i	32.4	-2.4	0.9	-11.6	-4.7	-5.9	2.6
COc1ccc(C#Cc2cnc3c(c2)C(=O)N([C@H](C)CO)C[C@H](C)[C@@H](CN(C)C(=O)Nc2cccc(OC)c2)O3)cc1	i	i	2.6	4.3	-1.6	-3.9	-5.7	-0.7	3.6
CC(=O)OCC(=O)C1(O)CCC2C3CC(C)C4=CC(=O)C=CC4(C)C3(F)C(O)CC21C (stereo not given)	i	i	-2.5	4.8	4.1	-3.2	-9.8	-6.6	1.0
COc1ccc(/C(N)=N/OC(=O)Oc2ccccc2)cc1	i	i	-6.9	-10.1	2.6	7.5	-0.7	2.5	-1.9
CC1CCN(c2ccc([N+](=O)[O-])cc2C(=O)NCC2CCCO2)CC1 (stereo not given)	i	i	6.4	1.4	-1.9	-11.2	17.7	0.1	1.8
Cc1ccc(NC(=O)C2CC(=O)N(c3ccc4c(c3)OCCO4)C2)nc1 (stereo not given)	i	i	-9.3	20.8	-2.9	-1.7	-6.6	-0.2	-3.0
CCN(CC)S(=O)(=O)c1ccc(C)c(NC(=O)Cn2c(=O)cnc3ccccc32)c1	i	i	-11.7	-3.0	0.9	4.4	-22.0	-6.9	-2.8
CCOC(=O)N1CCN(CCCc2ccccc2)CC1	i	i	-6.1	-5.2	-1.7	-9.0	11.2	4.6	-4.7
CC(NS(=O)(=O)c1ccc(Br)cc1)C(=O)NCCc1ccccc1 (stereo not given)	i	i	-7.2	-8.9	0.9	-4.7	-6.5	3.2	-2.9
CC(C)C(=O)Nc1c(O)c2ccccc2[nH]c1=O	i	i	-2.1	1.5	1.3	-5.5	0.9	0.2	-18.5
O=C(Nc1cc(N2CCCCC2)ncn1)c1ccc(F)cc1	i	i	2.1	-4.8	1.6	-2.8	-13.8	-1.8	-1.9
CN1CCN(CCOCCOc2ccc(Br)cc2Cl)CC1	i	i	-6.4	10.9	3.5	-3.6	-2.2	-2.2	-0.9
CC1(C(=O)O)Sc2[nH]c(=O)sc2C2c3ccccc3OC(=O)C21 (stereo not given)	i	+	-0.8	12.6	1.0	-2.8	25.6	-1.0	3.2
COc1ccccc1-c1cc(C(=O)NN)[nH]n1	i	i	-6.5	-0.4	0.7	-5.6	-4.2	0.5	4.3
CCCCN1C(=O)C(CC(=O)NC2CCCCC2)CC(C(=O)N(CC)CC)=C1C (stereo not given)	i	i	-12.8	1.6	1.6	-0.4	14.7	4.9	2.5
CCC(=O)N1CCc2cc(S(=O)(=O)CCC(=O)NCc3cccc(OC)c3)ccc21	i	i	-2.1	-9.8	-3.7	2.8	7.1	-0.1	2.6
COc1ccc(Br)cc1S(=O)(=O)NCc1ccccc1	i	i	1.3	-1.2	-2.1	-1.9	11.1	0.2	-1.5
O=C(NCCCN1CCOCC1)C(=O)NCC1OCCN1S(=O)(=O)c1ccc(Cl)cc1 (stereo not given)	i	i	-11.5	14.0	2.8	2.7	-4.1	0.5	-2.6
O=C(Nc1ccc2c(c1)OCO2)C1CCN(C(=O)CSc2ncnc3ccccc23)CC1	i	i	-5.6	11.8	-0.1	13.2	-11.8	-2.4	-2.3
CC1=C(C(=O)N(C(C)C)C(C)C)CC(CC(=O)NCc2ccco2)C(=O)N1Cc1ccccc1 (stereo not given)	i	i	-3.7	5.5	0.7	-11.0	-9.6	-0.2	-4.2
COc1cc(NC(=O)CSc2nc3[nH]ncc3c(=O)n2-c2ccccc2C)cc(OC)c1OC	i	i	-30.1	4.5	-3.1	3.2	-4.8	0.7	-0.3
O=c1c(-c2ccc(Br)cc2)[n+]([O-])c2ccccc2n1OCc1ccccc1	i	i	-0.9	1.4	1.6	-4.1	-0.7	7.0	2.3
O=C1/C(=C/c2cccs2)SC(=S)N1CCC(=O)N1CCCCC1CCO (stereo not given)	i	i	1.6	11.4	-2.8	-3.2	1.3	1.5	5.3
COc1ccc(CC(=O)Nc2cccc(SC)c2)cc1	i	i	2.7	-0.8	0.6	-1.0	-2.6	12.6	-0.6
Cc1c(CC(=O)Nc2ccc(Cl)cc2)sc2ccc(Cl)cc12	i	i	9.3	-4.4	-3.6	-5.6	-4.8	-0.3	-3.7
COc1ccc(CCNC(=O)c2cc3c(C)nccc3[nH]c2=O)cc1OC	i	i	-3.7	7.0	-0.8	-5.5	2.1	0.1	-8.4
CCC(CC)c1nc(C#N)c(NC(C)c2ccccc2)o1 (stereo not given)	i	i	1.7	-5.2	1.2	4.3	-3.7	/	-4.2
Cc1ccc(Cn2cc(CN3CC(N(C)C)CS3(=O)=O)nn2)cc1 (stereo not given)	i	/	-13.4	-1.2	/	1.9	/	3.8	-3.6
O=C(NCc1ccccn1)c1cccc(S(=O)(=O)Nc2ccc(F)cc2)c1	i	i	-6.7	-5.4	2.7	-0.2	-6.8	0.6	4.5
CC(C)(C)NC(=O)NC(=O)COC(=O)c1c(F)cccc1Cl	i	i	-1.3	-4.1	-0.7	-5.9	9.9	-3.7	-4.7
Cc1cc2nc3n(c2cc1C)CC1CC(C(=O)NCCC(C)C)N(C)C31 (stereo not given)	i	i	-11.7	-6.9	-2.5	-0.4	-10.2	-4.8	1.8
O=C(CSCCOc1ccccc1)NCc1ccncc1	i	i	0.8	-3.9	3.0	-7.6	10.8	/	1.0
CCC(C)CNC(=O)c1cccc(OC2CCN(CC(C)(C)C)CC2)c1 (stereo not given)	i	i	-3.8	0.9	-3.7	-7.8	2.2	3.7	1.1
CNC(=O)COC(=O)c1ccc(Cl)c(S(N)(=O)=O)c1	i	i	-4.5	-0.6	-3.4	-0.2	3.4	-3.9	-4.0

A second format for part of the listing above:
SMILES,Neddylation inh,Rpn11 block,FAS TE block,SKN-1 inh,Rin1-Abl PPI inh,NadD block,MLLE-PAM2 inh,MT1-MMP act inh,CSN inh
Cc1cc2nc3n(c2cc1C)CC1CC(C(=O)NCCC(C)C)N(C)C31 (stereo not given),i,i,-11.7,-6.9,-2.5,-0.4,-10.2,-4.8,1.8
CC(C)(C)NC(=O)NC(=O)COC(=O)c1c(F)cccc1Cl,i,i,-1.3,-4.1,-0.7,-5.9,9.9,-3.7,-4.7
CNC(=O)COC(=O)c1ccc(Cl)c(S(N)(=O)=O)c1,i,i,-4.5,-0.6,-3.4,-0.2,3.4,-3.9,-4.0

Carrying on:
SMILES	Neddylation inh	Rpn11 block	FAS TE block	SKN-1 inh	Rin1-Abl PPI inh	NadD block	MLLE-PAM2 inh	MT1-MMP act inh	CSN inh
O=C1C=C(N2CCN(C3=CC(=O)CCC3)CC2)CCC1	i	i	-4.7	24.5	2.4	4.7	5.1	-3.5	8.6
CCCCCNC(=O)C1CC(=O)OC12CCCCC2 (stereo not given)	i	i	-10.7	6.6	-2.0	-4.1	2.7	0.0	0.8
Cc1nonc1C1CCCN1C(=O)c1cc(COc2ccc(F)cc2Cl)on1 (stereo not given)	i	i	31.9	12.0	-1.4	-7.4	9.8	-2.9	-3.6
CC(C)(C)n1nnnc1C(c1ccc2ncccc2c1)N1CCC(O)CC1 (stereo not given)	i	i	-2.1	16.8	-7.0	-1.2	0.5	-1.4	-2.4
CCC(CC)c1nnc(NC(=O)CSCc2c(C)noc2C)s1	i	i	-6.2	2.3	0.6	0.4	-1.8	-5.9	1.2
CCN1C(=O)/C(=C2/Sc3ccccc3N2CCCS(=O)(=O)O)SC1=S	i	i	-6.1&-1.9	9.1&-1.7	-4.0&-3.3	7.1&2.8	-7.2&-1.2	-5.7&-5.6	0.2&5.0
CCC(=O)c1ccc(OCC(=O)OCC(=O)NCC2CCCO2)cc1 (stereo not given)	i	i	-4.7	-0.2	-2.3	-2.1	-17.6	0.3	0.5
CCCCCc1nc2ccccc2c(=O)n1N	i	i	-8.4	5.4	-0.3	-2.8	2.7	-3.5	-3.1
Cc1oc2c(CN3CCOCC3)c(O)ccc2c(=O)c1-c1ccccc1	/	i	-8.0	1.0	-2.0	-4.1	-1.5	-1.4	-2.3
CCOC(=O)[C@]12CCCC=C1N(Cc1ccc(Cl)cc1Cl)C(=O)[C@H](CC(=O)N1CCCCC1)C2	i	/	11.6	11.0	/	-1.6	/	-8.3	-7.6
O=C(O)c1ccccc1-c1ccccc1C(=O)NCCc1ccccc1	i	i	-3.3	-1.9	1.2	0.7	-4.9	/	-3.7
CCOC(=O)c1nn(-c2ccc(F)cc2)c(-c2ccccc2)c1C(=O)c1ccccc1	i	i	6.3	1.2	-2.4	-9.5	17.9	1.6	4.4
Cc1ccnc(NC(=O)c2ccc3c(c2)S(=O)(=O)c2ccccc2C3=O)c1	i	i	9.5	-10.5	-1.1	-6.6	10.7	1.6	0.7
CC(C)NC(=S)n1cc(C(=O)c2cc(Cl)cc(Cl)c2O)cn1	i	i	-3.8	-12.4	-1.2	-0.6	-14.5	-0.4	3.6
CC(=O)C[C@H](O)CC(=O)[C@@H]1OC(=O)CCCCC/C=C/Cc2ccccc21	i	i	-7.5	12.4	1.0	-5.9	-5.8	-13.7	-2.8
COc1cccc(NC(=O)CCNS(=O)(=O)c2ccc3c(c2)oc(=O)n3C)c1	i	i	-3.8	13.3	1.6	-3.2	3.5	-0.6	-4.5
N#CC1=C(N)Oc2n[nH]c(-c3cccs3)c2C1c1cccnc1 (stereo not given)	i	i	-5.5	-3.7	-0.6	-2.9	17.6	1.3	3.3
Cc1nnc2sc(SCC(=O)N3CCCCC3)nn2c1=O	i	i	-7.4	17.2	0.3	1.0	20.0	1.2	1.8
CCCn1c(N2CCN(C(=O)Nc3ccc(Cl)cc3)CC2)nc2ccccc21	i	i	10.1	-4.7	0.6	-7.3	-5.3	1.5	0.9
CCSc1nnc(NC(=O)C2CCCN(S(=O)(=O)c3cnc[nH]3)C2)s1 (stereo not given)	i	i	-7.3	9.3	-0.1	-1.0	8.0	-0.6	-11.1
Cc1cnc(C(=O)OCC(=O)Nc2ccc(C)c(S(=O)(=O)N(C)C)c2)cn1	i	i	-5.9	2.5	0.1	-3.2	-8.3	5.6	5.6
COCCOC(=O)/C(=C\c1cc(C(C)(C)C)c(O)c(C(C)(C)C)c1)C(C)=O	i	i	-3.4	-4.9	-0.2	-6.7	-9.8	-6.6	-1.4

Rows were taken by chance; any-hit rate near 3.9%.
